14-3-3 Bad PPI = inhibitors of 14-3-3 zeta/Bad binding, primary screen, biochemical, TR-FRET, bovine 14-3-3 zeta; actives 0.71% (n = 220,000); inhibition, % at 21.7 µM; TR-FRET 14-3-3zeta/Dy647-pBad peptide displacement, 1 h; 14-3-3 protein zeta/delta (Bos taurus), P63103;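 active = inhibition above about 70%, limit read from the data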;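 note: 0% = full 14-3-3 plus peptide FRET controls and 100% = background without 14-3-3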
Rad51 HR inh = human RAD51 strand exchange inhibitors, primary screen, biochemical, fluorescence; actives 0.085% (n = 200,000); inhibition, % at 10 µM; DNA repair protein RAD51 homolog 1 (Homo sapiens), Q06609; AID 1385, 2008; hRad51 DNA strand exchange, fluorescence dequenching;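 active = inhibition above 40% at the single screening dose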;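 note: 0% = DMSO control wells and 100% = blanks with heterologous ssDNA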
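Read-out basis: percent inhibition relative to plate controls and blanks / Assay system: human Rad51 nucleoprotein filaments preassembled on unlabelled ssDNA / Timing: filaments 15 min 37 °C, then compound 30 min / Control set: per-plate controls and blanks / Technique: fluorescence dequenching at 485/520 nm / Compound: 10 µM final, single point / Also added: Fluorescein- and BHQ1-tagged 47-mer duplex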
Wee1 degr inh = Wee1 degradation inhibitors, primary screen, cell-based, HeLa, Wee1K328M-luciferase, luminescence. Wee1-like protein kinase (Homo sapiens), P30291. HeLa Luc-Wee1K328M stability; 100% = proteasome inhibitor MG132 effect. reporter increase, % at 5 µM. actives 1.2% (n = 220,000);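 active = activation above the mean of all tested compounds plus 3 SD, set per screening run, cut at about 8.8% in these data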;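 note: cells exposed to compound for 20 h before luminescence read; 0% = DMSO alone and 100% = MG132 at 30 µM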
FXIa inh 1536 = human FXIa protease inhibitors, primary screen, biochemical, 1536-well | AID 798, 2007 | purified FXIa, Boc-Glu-Ala-Arg-AMC fluorogenic substrate | inhibition, % at 5 µM | actives 0.14% (n = 220,000) | Coagulation factor XI (Homo sapiens), P03951;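 active = inhibition of at least 40%; inactive = inhibition below 40%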;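 note: fluorescence of freed AMC excited at 355 nm; 0% = enzyme without compound and 100% = no enzyme blank; many of its hits are not listed in these tables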
p97 inhibitor = inhibitors of human p97 ATPase, primary screen, biochemical. recombinant p97 ATPase, Kinase-Glo ATP luminescence, 3 h. actives 0.42% (n = 220,000). AID 1481, 2009. Transitional endoplasmic reticulum ATPase (Homo sapiens), P55072. inhibition, % at 8 µM; in the data active = inhibition above about 15%;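 note: 0% = DMSO vehicle and 100% = wells lacking enzyme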
FXIIa inh = human FXIIa protease inhibitors, primary screen, biochemical, 1536-well; actives 0.3% (n = 220,000); inhibition, % at 5 µM; purified FXIIa, Boc-QGR-AMC fluorogenic substrate, 2 h; AID 800, 2007; in the data active = inhibition above about 40%;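 note: 0% = enzyme with no compound and 100% = blank without enzyme; many of its hits are not listed in these tables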
KLK5 inh = human KLK5 protease inhibitors, primary screen, biochemical, 1536-well; Kallikrein-5 (Homo sapiens), Q9Y337; recombinant hK5, fluorogenic AMC substrate cleavage; inhibition, % at 5 µM; actives 0.59% (n = 210,000);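 active = inhibition of 40% or more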;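 note: 0% = enzyme controls without compound and 100% = no-enzyme blanks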
MDM2 E3 inh = MDM2-luciferase reporter signal enhancers, primary screen, MDM2 E3 ligase inhibitor project, cell-based, luminescence, 1536-well; AID 1230, 2008; cell-based MDM2 ubiquitination luciferase reporter, 2 h; 0 = plate control, 100 = twice control, blank-subtracted; signal enhancement, % at 5 µM; E3 ubiquitin-protein ligase Mdm2 (Homo sapiens), Q00987; actives 0.11% (n = 210,000);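 active = signal enhancement of 30% or more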;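 note: luminescence tracks abundance of the self-degrading MDM2-luciferase fusion protein; higher signal means inhibition of MDM2 E3 ligase activity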
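System: stable MDM2–luciferase fusion reporter cells / Input: 2000 cells seeded into each well / Schedule: 4 h settle plus 2 h compound, 37 °C / Compound: single-point 5 µM / Buffer or medium: cells held in DMEM / Benchmarks: control and blank well means / Evaluation: percent signal gain over controls, blank-subtracted / Measured by: luciferase luminescence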
eIF4E 4G PPI = eIF4E–eIF4G protein interaction inhibitors, primary screen, biochemical, uHTS, TR-FRET, eIF4GI fragment; inhibition, % at 21.7 µM; actives 0.37% (n = 220,000); TR-FRET eIF4E-eIF4GI(517-606) binding, 2 h; Eukaryotic translation initiation factor 4E (Mus musculus) + Eukaryotic translation …;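 active = inhibition above about 30%, limit read from the data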;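 note: 0% = full FRET control wells and 100% = background wells lacking eIF4GI fragment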
Target sequence (P63073 whole entry, looked up, the tested form may be a part): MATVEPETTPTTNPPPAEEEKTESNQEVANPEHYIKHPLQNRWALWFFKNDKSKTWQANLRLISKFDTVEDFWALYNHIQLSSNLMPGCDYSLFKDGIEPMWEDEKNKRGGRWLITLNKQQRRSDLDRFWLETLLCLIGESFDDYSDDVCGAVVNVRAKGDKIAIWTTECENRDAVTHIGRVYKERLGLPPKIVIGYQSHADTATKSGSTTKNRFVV
Target sequence (Q04637 whole entry, looked up, the tested form may be a part): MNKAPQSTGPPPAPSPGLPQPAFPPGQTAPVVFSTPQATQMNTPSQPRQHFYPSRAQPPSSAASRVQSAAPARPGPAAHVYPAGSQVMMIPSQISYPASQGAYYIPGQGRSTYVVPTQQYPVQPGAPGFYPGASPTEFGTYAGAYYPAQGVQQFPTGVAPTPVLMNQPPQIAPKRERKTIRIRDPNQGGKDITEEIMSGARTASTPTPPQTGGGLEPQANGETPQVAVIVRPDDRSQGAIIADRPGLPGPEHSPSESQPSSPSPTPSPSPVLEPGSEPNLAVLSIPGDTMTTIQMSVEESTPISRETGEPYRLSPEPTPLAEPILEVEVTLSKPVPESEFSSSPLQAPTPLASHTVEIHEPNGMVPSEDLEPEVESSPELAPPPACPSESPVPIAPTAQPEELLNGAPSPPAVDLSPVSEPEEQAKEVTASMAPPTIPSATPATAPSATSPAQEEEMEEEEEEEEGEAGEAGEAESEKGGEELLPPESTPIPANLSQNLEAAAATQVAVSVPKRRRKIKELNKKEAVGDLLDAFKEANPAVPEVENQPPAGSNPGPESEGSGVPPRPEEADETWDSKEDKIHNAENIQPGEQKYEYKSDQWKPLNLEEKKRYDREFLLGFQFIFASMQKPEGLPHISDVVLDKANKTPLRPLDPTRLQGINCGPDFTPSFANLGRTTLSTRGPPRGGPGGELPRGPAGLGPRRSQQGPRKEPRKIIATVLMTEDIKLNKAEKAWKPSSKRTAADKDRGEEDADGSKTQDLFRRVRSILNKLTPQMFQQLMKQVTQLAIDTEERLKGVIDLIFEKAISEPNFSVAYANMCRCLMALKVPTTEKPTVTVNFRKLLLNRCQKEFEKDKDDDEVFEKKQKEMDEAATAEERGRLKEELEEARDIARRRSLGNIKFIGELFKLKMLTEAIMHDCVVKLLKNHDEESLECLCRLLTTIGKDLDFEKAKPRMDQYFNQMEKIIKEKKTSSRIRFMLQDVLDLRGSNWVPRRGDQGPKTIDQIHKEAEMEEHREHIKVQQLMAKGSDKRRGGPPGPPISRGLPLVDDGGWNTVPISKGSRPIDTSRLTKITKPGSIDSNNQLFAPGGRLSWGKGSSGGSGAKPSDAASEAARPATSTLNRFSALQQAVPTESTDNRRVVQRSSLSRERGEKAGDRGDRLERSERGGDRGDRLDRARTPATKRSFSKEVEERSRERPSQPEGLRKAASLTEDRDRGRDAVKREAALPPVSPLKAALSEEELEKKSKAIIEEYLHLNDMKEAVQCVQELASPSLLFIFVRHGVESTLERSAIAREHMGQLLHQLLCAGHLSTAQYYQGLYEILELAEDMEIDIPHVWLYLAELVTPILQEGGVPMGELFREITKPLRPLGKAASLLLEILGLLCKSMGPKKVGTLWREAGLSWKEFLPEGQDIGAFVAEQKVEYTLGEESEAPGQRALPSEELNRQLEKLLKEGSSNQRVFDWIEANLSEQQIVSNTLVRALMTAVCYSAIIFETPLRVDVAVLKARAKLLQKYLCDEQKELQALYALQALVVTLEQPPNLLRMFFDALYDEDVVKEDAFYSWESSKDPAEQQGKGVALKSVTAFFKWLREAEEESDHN
* = called active by the depositor; / = not tested or not shown; [ ] = another dose, or the depositor's remark.

cpd	Structure	14-3-3 Bad PPI	Rad51 HR inh	Wee1 degr inh	FXIa inh 1536	p97 inhibitor	FXIIa inh	KLK5 inh	MDM2 E3 inh	eIF4E 4G PPI
1	COc1ccc(OC)c(NC(=O)CSc2nnc(-c3cccnc3)s2)c1	-8	5	0	-6	4	3	-15	-7	0
2	O=C(CSc1ccccc1C(=O)O)NC12CC3CC(CC(C3)C1)C2	1	10	4	-3	4	3	-2	-19	-5
3	Cc1cc(NS(=O)(=O)c2ccc(NC(=O)NC(C)(C(F)(F)F)C(F)(F)F)cc2)no1	7	1	-2	-19	-8	16	6	-5	4[fluorescence artefact?]
4	COc1ccccc1NC(=O)CC(=O)CSc1nnc(-c2ccc(C)cc2)n1C	-3[fluorescence artefact?]	3	0	5	-5	12	-11	5	4[fluorescence artefact?]
5	CC(C)Cn1c(CN(C)Cc2ccccc2)nc2c1c(=O)n(C)c(=O)n2C	-5	7	5	-1	-5	-2	-2	-21	1
6	CC1=C(C(=O)Nc2ccccc2)C(c2ccccc2)N2C(=O)CSC2=N1 (stereo not drawn)	0	2	0	-8	8	20	-2	-3	-6[fluorescence artefact?]
7	Cc1ccc(C)c(NC(=O)C(=O)NCCCN2CCOCC2)c1	-3	-6	-4	37	2	29	30	-14	0
8	CCOC(=O)c1sc(NC(=O)c2ccccc2F)c(C(N)=O)c1C	6[fluorescence artefact?]	/	-1	2	2	7	-5	-4	2
9	CCOC(=O)N1CCC2(CC1)C(C(=O)C13CC4CC(CC(C4)C1)C3)C2(C#N)C#N (stereo not drawn)	1	-9	2	6	0	17	-23	-8	7
10	CCN(CC)S(=O)(=O)c1cccc(C(=O)N/N=C2\CCCC(=O)C2)c1	-4	-2	0	3	8	8	2	2	-3
11	O=C(O)Cn1ncc2ccccc2c1=O	2	-5	-1	-3	-2	9	0	-18	3
12	CCC(CC)NC(=O)Nc1ccccc1C(F)(F)F	1	/	-2	2	2	9	1	-13	3
13	CCOc1ccc(CC2c3cc(OCC)c(OCC)cc3CCN2C(=O)CN2CCN(C)CC2)cc1OCC (stereo not drawn)	3	10	-2	-4	4	1	-3	/	-3
14	Cc1ccc(Cn2ccc(NC(=O)c3cc4nc(-c5ccco5)cc(C(F)(F)F)n4n3)n2)cc1	-4[fluorescence artefact?]	-14	2	-11	1	6	-25	-10	5
15	CCCC(=O)Nc1ccc(Cl)c(NC(=O)c2cccc(OC)c2)c1	-11	39	-1	1	3	5	-4	1	0
16	O=C(N/N=C/c1ccc2c(c1)OCO2)c1cc(-c2ccc(F)cc2)nc2ccccc12	-19[fluorescence artefact?]	2	-1	-6	-5	2	-15	-6	4
17	O=C(O)CCc1ccc(-c2ccc(F)cc2)n1CC1CCCO1 (stereo not drawn)	-2	-3	0	-1	3	8	-45	-2	-3
18	COc1cc(OC)c(OC)cc1CN1CCCC(C(=O)N2CCCCC2)C1 (stereo not drawn)	51	-1	2	6	1	12	4	-5	0
19	CC1CCN(CCCCOc2ccccc2[N+](=O)[O-])CC1	85*	0	0	1	4	16	-12	-1	7
20	CN(C)CCCNc1ncnc2sc(-c3ccccc3)cc12	14	9	1	0	4	7	0	/	-4
21	Cc1cc(C)nc(SCC(=O)NNC(=O)c2cccs2)n1	-5	8	0	-5	6	4	-6	-4	0
22	N=c1nc(SCCC(=O)O)ss1	-2[fluorescence artefact?]	-1	0	-6	-5	16	-20	-9	0[fluorescence artefact?]
23	CCS(=O)(=O)c1ccc2oc(SCC(=O)NCCC3=CCCCC3)nc2c1	4	-8	-1	3	-2	11	-12	-18	0
24	CN1CCc2ccccc2CC1=O	-5	9	1	9	-3	11	-9	-16	1
25	Cc1nc2ccccc2n1C(=O)c1ccc(Cl)cc1[N+](=O)[O-]	5	13	-1	11	6	18	-10	-24	4
26	Cc1cccc(N2CC(C)Cn3c2nc2c3c(=O)n(CC(=O)OCc3ccccc3)c(=O)n2C)c1 (stereo not drawn)	-12	-5	0	-11	-3	11	-28	-4	-19
27	Cc1cccc(N(Cc2ccccc2)C(=O)CCl)c1	-1	-3	-2	-1	-1	4	15	-19	0
28	O=C(N/N=C/c1cccc([N+](=O)[O-])c1)c1ccc2nc[nH]c2c1	-6	0	4	6	-1	13	23	-1	7
29	C/C(=N\NC(=O)c1c(Br)c(C)nn1C)c1cccc(NC(=O)C2CCC2)c1	-2	/	-2	9	-2	15	-8	-16	15
30	O=S(=O)(Nc1ccc(N2CCCCC2)cc1)c1cccc2cccnc12	4	5	0	-6	-4	7	-30	-9	-2

Two entries from above, with two lines to a compound:
Second line of a record – 14-3-3 Bad PPI	Rad51 HR inh	Wee1 degr inh	FXIa inh 1536	p97 inhibitor	FXIIa inh	KLK5 inh	MDM2 E3 inh	eIF4E 4G PPI
23	CCS(=O)(=O)c1ccc2oc(SCC(=O)NCCC3=CCCCC3)nc2c1
  4	-8	-1	3	-2	11	-12	-18	0
24	CN1CCc2ccccc2CC1=O
  -5	9	1	9	-3	11	-9	-16	1

Additional structures follow.
cpd	Structure	14-3-3 Bad PPI	Rad51 HR inh	Wee1 degr inh	FXIa inh 1536	p97 inhibitor	FXIIa inh	KLK5 inh	MDM2 E3 inh	eIF4E 4G PPI
31	Cc1occc1C(=O)N/N=C/c1sc(N2CCOCC2)nc1-c1ccccc1	-15	10	6	-1	2	4	-14	-21	0
32	CCCNC(=O)c1csc2c1CCCCC2	0	5	-1	-1	-4	12	0	-19	-2
33	CSCCC(NC(=O)C1CCC(C)CC1)C(=O)NCCN1CCOCC1 (stereo not drawn)	9[fluorescence artefact?]	2	-1	1	-5	10	-1	4	2[fluorescence artefact?]
34	CCCOc1ccc(N2C(=O)CC(SC(=NC)Nc3ccc(F)cc3)C2=O)cc1 (stereo not drawn)	-18[fluorescence artefact?]	5	-2	-6	-1	-9	-27	1	-2[fluorescence artefact?]
35	Cc1ccccc1OCC(=O)NNC(=O)Nc1ccccc1	-10	27	2	-2	9	6	3	-16	-5
36	Cc1ccc(NC(=O)COC(=O)c2ccccc2Cl)cc1S(=O)(=O)N(C)C	-6	-5	3	-7	0	11	-2	1	-1
37	CC1(C)CC(=O)C=C(Nc2ccc(S(N)(=O)=O)cc2)C1	17[fluorescence artefact?]	/	-1	-4	11	8	-5	-7	9[fluorescence artefact?]
38	O=C(CCNC(=O)c1ccccc1)Nc1cccnc1	0	/	4	1	4	10	16	-13	3
39	CCOC(=O)C1CCCN(C(=O)c2cc(-c3ccc(F)cc3)nc3ccccc23)C1 (stereo not drawn)	-7	0	5	-2	-5	7	-1	-13	0
40	CNc1csc(C)c(C)c1=O	-12[fluorescence artefact?]	9	1	-5	-2	7	2	-18	9
41	Cc1ccc2c(c1)sc(=NC(=O)C1CC1)n2C	4	9	1	4	6	12	2	/	-9
42	CCOC(=O)c1cncc(C#CCO)c1	-15	2	1	0	8	4	-2	0	1
43	CC(=O)N1CCC(N(CCN2CCOCC2)C(=S)Nc2cccc(C)c2C)CC1	15	-7	-2	17	-4	16	18	-18	1[fluorescence artefact?]
44	CCCCCC(=O)N/N=C/c1ccco1	-1	-2	0	4	2	8	-10	10	15
45	Cc1nc2cc(-c3ccc(Cl)cc3)nn2c(C)c1CCC(=O)NCc1ccco1	-4	1	3	6	1	7	1	-17	2
46	Cc1cc(-c2cccs2)c(C#N)c(=S)[nH]1	3	/	-3	0	2	11	1	-14	-19
47	O=[N+]([O-])c1cc(Cl)ccc1-c1nc(-c2ccncc2)no1	0	/	2	3	5	9	/	8	4
48	Cn1c(=O)c2c([nH]c(OCc3ccc(Cl)cc3Cl)[n+]2Cc2ccc(F)cc2)n(C)c1=O	36	/	0	-1	4	5	0	-5	-1
49	Cc1noc(NS(=O)(=O)c2ccc(NC(=O)c3ccc(N4C(=O)c5ccccc5C4=O)cc3)cc2)c1C	-5	0	2	1	4	8	0	-7	1
50	O=[N+]([O-])c1ccc(NNC(=S)Nc2ccc(F)cc2)cc1	-5[fluorescence artefact?]	7	-1	12	-2	16	-5	-9	0
51	O=C(O)C1CSC2(c3ccc4c(c3)OCCO4)CCC(=O)N12 (stereo not drawn)	-3[fluorescence artefact?]	-2	0	-14	5	11	-28	-15	-15[fluorescence artefact?]
52	COc1ccc(C2(C(=O)Nc3ccc(C(=O)N4CCOCC4)cc3)CCOCC2)cc1	1	4	-2	3	2	17	-16	-18	0
53	CCOC(=O)c1ccc(NC(=S)NCCc2ccc(F)cc2)cc1	-2	/	5	-3	-1	-1	/	-15	-2
54	COc1ccc(/C=C(\C#N)C(=O)OC2CCOC2=O)cc1 (stereo not drawn)	-6	-7	3	0	4	12	3	-6	-3
55	O=C(NC(Cc1ccccc1)C(=O)O)/C(=C/c1ccc([N+](=O)[O-])cc1)NC(=O)c1ccccc1Br (stereo not drawn)	-11	-14	2	3	2	15	5	-11	-2
56	COc1cc(OC)c(NC(=O)c2ccoc2C)cc1Cl	38	1	-3	-2	0	15	-17	-30	9[fluorescence artefact?]
57	CCOC(=O)c1cc2c(ccc3ccccc32)oc1=O	4	-5	2	-6	-5	-1	-12	1	4
58	COc1cc2nc(CSc3nc(-c4ccc(F)cc4)cs3)[nH]c(=O)c2cc1OC	18	-2	0	5	1	6	-18	10	10
59	COc1ccccc1CNC(=O)CSc1ccc(-c2cccc([N+](=O)[O-])c2)nn1	6	-6	-2	18	-7	/	18	-11	1
60	CCOC(=O)N1CCN(C(=O)CSc2nnc(Cc3cccn3C)n2CCc2ccccc2)CC1	-12	-1	-3	2	2	9	-4	0	-10
61	OCCC1CN(Cc2cccn2-c2nccs2)CCN1Cc1ccccc1 (stereo not drawn)	3	-3	0	3	1	15	3	-10	-4
62	O=C(NCc1ccccc1F)C1CCN(C(=O)NCc2ccccc2)CC1	-8[fluorescence artefact?]	-7	6	3	2	19	-13	-2	-8[fluorescence artefact?]
63	COc1ccc(NS(=O)(=O)c2ccc(SC)cc2)c(OC)c1	8	/	-1	-38	-2	1	5	-3	1
64	COc1ccc(C(=O)NNC(=O)c2cc(C)[nH]n2)cc1	-3	2	-1	2	7	1	-5	-8	-1
65	COc1cccc2[nH]c3c(N4CCc5ccccc5C4)ncnc3c12	-4	-2	1	-3	12	0	-1	-20	-7
66	S=C(NCCc1ccccc1)Nc1ccc(Cl)cc1Cl	-16	9	1	3	-1	14	-8	-28	6
67	COc1ccc(C(=O)NNC(=O)c2cccc(F)c2)cc1	-11	22	2	0	4	5	3	-16	-1
68	c1ccc(-c2nnc(SCc3nnc(-c4cccs4)o3)o2)cc1	-12	3	-1	-7	-8	-1	-10	/	17

Screens as filed in PubChem.
